A549 tox = A549 cytotoxicity, counter-screen for Nrf2 inhibitors | A549 ARE-Fluc cells, CellTiter-Fluor viability, 18-24 h | Potency, µM (doses to about 46 µM), without a hit: at the highest dose activity change, negative = cytotoxicity, usual class: inhibitors | hit rate 0.16% among 390,000 | AID 504648; also: % is scaled to controls: 0 for no effect and ±100 for the full control effect
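A549 ARE_Fluc cells in 5% FBS OPTI-MEM were exposed to compounds in concentration-response for 18-24 h at 37 deg C. Viability was read by CellTiter-Fluor fluorescence (Ex 405/Em 525) after 30 min, before the luciferase read.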
ATXN viability = reduces viability in counter-screen for ATXN expression inhibitors. Potency, µM (highest dose often 56.7 µM), hits mostly cytotoxic. S2 cells (HEK-293 line with an ATXN2-luciferase reporter) viability, CellTiter-Fluor protease fluorescence, 24 h. hit rate 0.49% among 400,000; also: nearly all actives have a fitted effect of over 40% in size
ATXN2 expr inh = reduces ATXN2 reporter expression in HEK-293 cells; HEK-293 ATXN2-luciferase reporter, luminescence, 24 h; AID 1745845; Potency, µM (series often up to 57 µM), for inactives: at the top dose activity change, negative = inhibition, most hits filed as inhibitors; hit rate 0.72% among 360,000; also: % is scaled to controls: 0 for no effect and ±100 for the full control effect; nearly all actives have a fitted effect of over 55% in size
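qHTS (up to 57 uM final) was run with 24 h compound exposure of reporter cells at 37 °C. Each well was multiplexed: SteadyGlo luminescence measured ATXN2-luciferase expression after a fluorogenic Gly-Phe-AFC viability readout (25 uM final).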
Nrf2 inh = inhibitors of Nrf2 signaling | Potency, µM (highest dose often 46 µM), inactives show at the top dose activity change, negative = inhibition, most hits filed as inhibitors | hit rate 2.1% among 360,000 | A549 ARE-Fluc reporter, luciferase luminescence, 18-24 h; also: % is scaled to controls: 0 for no effect and ±100 for the full control effect; nearly all actives have a fitted effect of over 60% in size
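Cells were seeded and rested 2 h, then exposed to compounds for 18-24 h. CellTiter-Fluor was read first as a viability measure. BugLite was added 15 min before the final luminescent read of ARE-luciferase activity in A549 cells.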
TGFb SMAD3 inh = blocks TGF-b signaling | HepG2 CAGA-GFP TGF-b/SMAD3 reporter, GFP fluorescence, 18 h; TGF-beta stimulated, 500 pg/mL final | hit rate 1.2% among 410,000 | Potency, µM (top dose mostly 46.1 µM), without a hit: top-dose activity, negative = inhibition, most hits filed as inhibitors; also: % is scaled to controls: 0 for no effect and ±100 for the full control effect; nearly all actives have a fitted effect of over 65% in size
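HEPG2 CAGA-GFP, 1000 cells/well; 2 h settle, 37 C; cpd via pin tool; TGF-b 500 pg/mL final; 18 h, 37 C; GFP imaging ex488/em500-530; %Activity normalised to -TGF-b and +DMSO controls; CRC fit, curve class.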
Nrf2 activator = activates Nrf2 signaling | hit rate 0.31% among 410,000 | AREc32 ARE-luciferase reporter (MCF7-derived line), luminescence, 24 h | Potency, µM (doses to about 46.1 µM), for the others: at the highest dose activation, hits mostly activators; also: % of control where 0% means no effect; nearly all actives have a fitted effect of over 65% in size
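Cells of the AREc32 ARE-luciferase line are plated in OPTI-MEM containing 5% FBS and left overnight at 37 deg C. Compounds are pinned in, incubation continues 24 hr, and firefly luciferase signal is then measured.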
HepG2 tox = HepG2 cytotoxicity, counter-screen for TGF-b inhibitors; HepG2 CAGA-GFP viability, ATP luminescence, 18 h; Potency, µM (highest dose often 46.1 µM), without a hit: at the highest dose activity change, negative = cytotoxicity, usual class: cytotoxic; hit rate 0.76% among 410,000; AID 588856; also: some results filed as inactive show a strong effect at the top dose
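CellTiter-Glo luminescence gave cytotoxicity after 18 hours at 37 degrees C. The cells were HepG2 CAGA-GFP in 1% FBS DMEM, stimulated with 500 pg/mL TGF-beta after compound addition. %Activity was normalised to no-cell wells (complete cell-killing) and DMSO (no toxicity), and curves were fitted and classified.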
EPAC2 antag = antagonists of human EPAC2 | Q8WZA2 | EPAC2 GEF exchange of Rap1B-BODIPY-GDP, fluorescence | Potency, µM (top dose mostly 114 µM), for the others: at the top dose activity, negative = inhibition, hits mostly inhibitors | hit rate 0.18% among 360,000 | AID 720708; also: % is scaled to controls: 0 for no effect and ±100 for the full control effect; nearly all actives have a fitted effect of over 45% in size; many of its hits are not listed in these tables
Target sequence (Q8WZA2 whole entry, looked up): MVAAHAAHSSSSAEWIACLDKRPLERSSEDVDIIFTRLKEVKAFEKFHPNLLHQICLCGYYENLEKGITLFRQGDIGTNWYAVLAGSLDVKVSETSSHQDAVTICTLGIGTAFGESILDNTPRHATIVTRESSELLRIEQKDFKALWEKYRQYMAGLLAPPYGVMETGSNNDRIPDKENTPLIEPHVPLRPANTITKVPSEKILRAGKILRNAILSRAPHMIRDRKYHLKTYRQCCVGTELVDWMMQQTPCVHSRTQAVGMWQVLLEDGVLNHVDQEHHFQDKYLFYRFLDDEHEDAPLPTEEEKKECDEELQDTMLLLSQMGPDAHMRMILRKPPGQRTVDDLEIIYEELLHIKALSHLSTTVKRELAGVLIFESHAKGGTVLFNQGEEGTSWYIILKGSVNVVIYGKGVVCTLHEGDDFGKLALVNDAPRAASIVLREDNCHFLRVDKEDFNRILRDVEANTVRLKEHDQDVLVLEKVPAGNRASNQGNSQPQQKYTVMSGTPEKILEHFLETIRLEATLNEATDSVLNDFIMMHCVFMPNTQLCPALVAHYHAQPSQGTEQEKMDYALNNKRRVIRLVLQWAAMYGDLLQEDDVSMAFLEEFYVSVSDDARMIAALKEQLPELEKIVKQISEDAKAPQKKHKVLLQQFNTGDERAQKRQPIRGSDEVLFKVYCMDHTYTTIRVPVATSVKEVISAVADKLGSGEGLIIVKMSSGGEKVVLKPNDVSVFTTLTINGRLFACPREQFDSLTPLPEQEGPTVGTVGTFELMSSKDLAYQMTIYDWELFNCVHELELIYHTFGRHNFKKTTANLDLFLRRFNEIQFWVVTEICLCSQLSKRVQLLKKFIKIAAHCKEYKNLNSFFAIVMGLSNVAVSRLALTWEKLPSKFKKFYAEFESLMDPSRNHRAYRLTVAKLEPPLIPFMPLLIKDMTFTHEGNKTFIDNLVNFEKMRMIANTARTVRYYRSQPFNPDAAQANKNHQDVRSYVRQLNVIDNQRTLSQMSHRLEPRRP
MCF10A rerep = DNA re-replication induction in MCF 10a cells; Potency, µM (series often up to 46.1 µM), for the others: at the top dose activity, positive = re-replication, usual class: activators; MCF 10A DNA re-replication, Hoechst nuclear intensity, 48 h; hit rate 2.9% among 350,000; also: % of control where 0% means no effect; nearly all actives have a fitted effect of over 50% in size
Numbers without * were called inactive; i = inactive; ? = inconclusive; . = not tested or not shown; & = joins results of further samples; [ ] = dose if it differs, or a comment. Calls follow the shape of the dose curve; as a rule, active = well fitted curve in the direction sought with a large enough effect; inconclusive = small, poorly fitted or top-dose-only effect, or another doubt; inactive = no such curve, though single readings can be large; an effect the other way counts as inactive or inconclusive. Potency is read from the fitted curve at half-maximal effect.

A first look, two compounds:
SMILES	A549 tox	ATXN viability	ATXN2 expr inh	Nrf2 inh	TGFb SMAD3 inh	Nrf2 activator	HepG2 tox	EPAC2 antag	MCF10A rerep
CCCc1nnc(NC(=O)Cn2c(=O)oc3ccccc32)s1	-1%	i	-1%	-10%	4%	1.6%	3%	4%	-1%
CN(C)NC1CCS(=O)(=O)C1 (configuration not stated)	-3%	i	-12%	1%	-3%	0.1%	-1%	15%	0%

This part in full (from the top)
SMILES	A549 tox	ATXN viability	ATXN2 expr inh	Nrf2 inh	TGFb SMAD3 inh	Nrf2 activator	HepG2 tox	EPAC2 antag	MCF10A rerep
CCCc1nnc(NC(=O)Cn2c(=O)oc3ccccc32)s1	-1%	i	-1%	-10%	4%	1.6%	3%	4%	-1%
CN(C)NC1CCS(=O)(=O)C1 (configuration not stated)	-3%	i	-12%	1%	-3%	0.1%	-1%	15%	0%
Cc1nn(CC(=O)Nc2ccc(N3CCOCC3)cc2)c(C)c1Br	12%	i	4%	2%	11%	-0.8%	3%	19%	-6%
Cc1ccc(-n2cc(C(=O)O)c(=O)cc2C)c(C)c1	-2%	i	-4%	-7%	-1%	-0.2%	10%	1%	-2%
Cc1ccc(C)c(NC(=O)C2=CCN(S(=O)(=O)c3ccc(F)cc3)CC2)c1	-1%	i	9%	12%	6%	-0.6%	6%	-12%	2%
CCOc1ccc(CCNC(=O)COC(=O)COc2ccc(C(=O)CC)cc2)cc1OCC	-7%	i	-2%	-2%	6%	0.0%	8%	6%	5%
CC(=O)Nc1ccc(-c2noc(-c3csc([C@@H]4C[C@H](O)[C@@H](CO)O4)n3)n2)cc1	.	i	28%	.	3%	0.4%	-2%	9%	.
Cc1ccc(Cc2c(-c3ccccc3)nc3c(C)cc(Br)cn23)cc1	.	i	3%	.	.	6.3%	.	-3%	.
O=C(Nc1ccc2oc(-c3ccccc3)nc2c1)C1CCCO1 (configuration not stated)	6%	i	72%[activator]	?	5%	3.8%	-7%	-1%	9%
Cc1ccc(N2CC(C(=O)NCc3nnnn3-c3ccc(C)c(C)c3)CC2=O)cc1C (configuration not stated)	13%	.	.	.	?	-0.9%	8%	.	.
CCOC(=O)N1CCN(C(=O)COc2ccc(Cl)cc2C)CC1	-3%	i	-7%	-7%	2%	-0.2%	0%	3%	-1%
CCn1c(Cc2cccs2)nnc1SCC(=O)c1ccc(C)cc1	-6%	i	24%	0%	24%	0.8%	-25%	0%	23%
CCN(Cc1ccccc1)C(=O)CSc1nc(C)cc(C)c1C#N	0%	i	-12%	-29%	-14%	1.9%	-19%	-18%	-4%
Cc1cc(OC(C)C(=O)NCC(O)c2ccccc2)c2c(C)cc(=O)oc2c1 (configuration not stated)	7%	i	7%	-1%	2%	-0.3%	-39%	1%	-1%
CCOC(=O)C1=C(CS(=O)(=O)c2ccc(F)cc2)NC(=O)NC1c1cc(OC)c(O)c(OC)c1 (configuration not stated)	-8%	i	7%	-29%	-2%	-0.3%	-2%	0%	-7%
Cc1ccccc1NC1=C(C(=O)c2ccccc2)N(C)S(=O)(=O)c2ccccc21	-28%	i	-3%	?	12%	-0.5%	4%	4%	0%
COc1ccc(Br)cc1C(=O)Nc1nc2ccc(F)cc2s1	-11%	i	59%[activator]	?	3%	11%	-14%	.	.
CNC(=O)C1CC(=O)N(c2ccc(OCC(=O)Nc3ccc(OC)cc3)cc2)C1 (configuration not stated)	-2%	i	.	-20%	-1%	-1.1%	4%	-9%	?
CCCCN(C)C(=O)CCCCn1c(=O)[nH]c2cc(OCC)c(OCC)cc2c1=O	0%	?	?	-14%	-24%	-0.3%	-18%	-1%	7%
C=CCn1c(SCC(=O)NC2CCCC2)nnc1-c1ccncc1	-4%	i	3%	9%	19%	-0.6%	-1%	2%	9%

Looked up one by one from above (2):
SMILES	A549 tox	ATXN viability	ATXN2 expr inh	Nrf2 inh	TGFb SMAD3 inh	Nrf2 activator	HepG2 tox	EPAC2 antag	MCF10A rerep
O=C(Nc1ccc2oc(-c3ccccc3)nc2c1)C1CCCO1 (configuration not stated)	6%	i	72%[activator]	?	5%	3.8%	-7%	-1%	9%
CCCc1nnc(NC(=O)Cn2c(=O)oc3ccccc32)s1	-1%	i	-1%	-10%	4%	1.6%	3%	4%	-1%

Some of these compounds in order of their number in EPAC2 antag, falling:
mol	Nrf2 activator	EPAC2 antag
CN(C)NC1CCS(=O)(=O)C1 (configuration not stated)	0.1%	15%
CCOc1ccc(CCNC(=O)COC(=O)COc2ccc(C(=O)CC)cc2)cc1OCC	0.0%	6%
C=CCn1c(SCC(=O)NC2CCCC2)nnc1-c1ccncc1	-0.6%	2%

Continued.
SMILES	A549 tox	ATXN viability	ATXN2 expr inh	Nrf2 inh	TGFb SMAD3 inh	Nrf2 activator	HepG2 tox	EPAC2 antag	MCF10A rerep
CCOC(=O)c1sc(-c2ccccc2)cc1NC(=O)c1ccc(S(=O)(=O)N(CCOC)CCOC)cc1	?	i	-19%	-4%	2%	-0.5%	-2%	6%	-8%
CCCCCC(=O)Nc1ccc(S(=O)(=O)Nc2ccc(Cl)nn2)cc1	5%	i	-1%[11.3 µM]	?	0%	0.3%	-7%	-21%	4%
COc1ccccc1C(=O)COC(=O)c1ccc(Cl)nc1	-1%	i	.	4%	16%	5.1%	5%	-25%	-4%
CCc1ccc(NC(=O)Cn2c(=O)c(-c3ccccc3NC(C)=O)nc3ccccc32)cc1	2%	.	.	17%	-1%	1.8%	-13%	.	.
Clc1ccc(-c2cc3ccccc3nc2N2CCCC2)cc1	20%	i	-2%	.	6%	0.1%	-1%	6%	?
NC(=O)CC(NC(=O)c1ccccc1)c1ccc(NCc2ccc(F)cc2)c([N+](=O)[O-])c1 (configuration not stated)	-12%	i	-21%	-23%	-20%	3.9%	-14%	-5%	9%
Cc1ccc2c(c1)c1c3n2CCCNC3CCC1 (configuration not stated)	-2%	i	-17%	-16%	-13%	0.1%	-11%	4%	-1%
COc1ccccc1NC(=O)CSc1nc2ccccc2c(=O)n1CCNC(C)=O	0%	?	2%	-20%	6%	0.2%	-18%	7%	-2%
COc1cc2cc(CN(CCN3CCCC3)C(=O)Nc3ccccc3Cl)c(=O)[nH]c2cc1OC	-2%	i	8%	4%	9%	1.7%	4%	6%	15%
O=C(Nc1c(C(=O)N2CCN(c3ccccc3F)CC2)oc2ccccc12)c1ccc(Br)o1	-9%	.	.	23µM*	-24%	0.7%	-8%	.	.
CCCCC/C=C/C1=CC(=O)C[C@H](c2ccc(OC)cc2)C1	-2%	i	-2%	13%	?	23%	-11%	-1%	9%
CCCCC(=O)NCCNC(=O)c1cc(OCC(F)(F)F)ccc1OCC(F)(F)F	-1%	i	0%	10%	3%	0.2%	6%	0%	-1%
Cc1cc(OC(C)C(=O)N(Cc2ccco2)Cc2ccccc2F)cc(C)c1Cl (configuration not stated)	7%	.	.	?	?	0.2%	-46%	.	.
Cc1ccc(NC(=O)c2ccc3c(c2)CCN3S(C)(=O)=O)cc1	.	?	.	.	2%	0.4%	1%	-5%	.
Nn1c(Cc2ccccc2)nc2ccccc2c1=O	1%	.	-13%	0%	8%	-0.9%	1%	0%	-1%
CCCOc1ccc(CNC(=O)C(C)n2nc(C)n3c(cc4occc43)c2=O)cc1 (configuration not stated)	-6%	.	.	6%	.	5.4%	-12%	.	.
Cc1cccc(C)c1NC(=O)C1CCCN1S(=O)(=O)c1ccccc1 (configuration not stated)	-18%&-2%	?	-4%&15%	?	4%&1%	-0.5%&0.3%	-6%&2%	6%	-23%
O=C(O)CN(CC(=O)O)CC(=O)O	-8%	i	-5%	-9%	14%	-1.0%	3%	4%	6%
CCn1cc(C(=O)NCCCN(CC(C)C)CC(C)C)c(=O)c2cc(S(=O)(=O)N3CCc4ccccc4C3)ccc21	3%	i	-18%	-3%	?	0.2%	-19%	.	.
O=C1Nc2ccccc2C1=Nc1ccc(Br)cc1	5%	i	.	5%	-14%	0.2%	-42%	3%	5%
Cc1ccc(NC(=O)c2nc(S(C)(=O)=O)ncc2N(Cc2ccco2)Cc2ccccc2F)c(C)c1	-1%	i	-2%	0%	-28%	-1.0%	-24%	.	.
CCOC(=O)c1cccc(NC(=O)CC(c2ccc(F)cc2)N2Cc3ccccc3C2=O)c1 (configuration not stated)	4%	.	.	12%	-4%	0.7%	-15%	.	.
CC(C)(C)CC(C)(C)NCC(O)COc1ccc2c(c1)CCC2 (configuration not stated)	?	?	?	0%	?	4.6%	-96%	-5%	?
CCCC1C(=O)N2C(N(C)C)=Nc3ccc(C)cc3N2C1=O (configuration not stated)	-6%	i	10%	-9%	-6%	-0.4%	7%	1%	11%
Cc1cc(C(=O)N/N=C/c2cc(Br)c(Br)o2)n[nH]1	1%	i	17%	22%	-4%	2.4%	16%	12%	9%
COCCCN(C(=O)Cc1coc2cc(C)c(C)cc12)c1c(N)n(Cc2ccccc2)c(=O)[nH]c1=O	3%	i	-18%	-18%	-5%	-0.5%	-2%	5%	-4%
COc1ccc(C(=O)CN2C(=O)c3ccccc3S2(=O)=O)cc1	2%	i	0.5µM*	?	0%	-2.1%	-26%	1%	1%
CCn1cc(CCC(=O)NCCN2CCOCC2)c2ccccc21	5%	i	2%	4%	8%	0.1%	12%	-13%	-12%
Cn1cnc(S(=O)(=O)N2CCN(c3ccc(Cl)cc3)CC2)c1	3%	i	-24%	-17%	-11%	0.1%	-5%	1%	-19%
O=C(CCl)NN1C(=O)NC(c2ccccc2)(c2ccccc2)C1=O	?	.	?	-13%	-1%	?	-15%	11%	?
Cc1ccc(C)c(OC(=O)CSc2nnc(-c3cccs3)o2)c1	-5%	.	.	-2%	28%	-0.8%	-2%	.	.
COc1ccc(-c2cc(C3C4C=CCCC4(C)C(=O)N3Cc3ccccc3)ccc2F)cc1OC (configuration not stated)	3%	.	.	?	?	.	-16%	.	.
CC1CCC/C(=N/Nc2nc3ccccc3s2)C1 (configuration not stated)	5%	i	44%[activator]	?	-1%	18%	-28%	7%	?
Cc1ccc(NC(=O)CC2NCCNC2=O)cc1Cl (configuration not stated)	4%	i	31%	18%	3%	0.2%	9%	1%	-31%
COc1ccc(NC(=O)N2CCCC(C(=O)Nc3cccc(C)c3C)C2)cc1 (configuration not stated)	-15%	i	-3%	-24%	29%	-0.6%	3%	-1%	-12%

Compound activity deposited in PubChem by National Center for Advancing Translational Sciences (NCATS).

Only part of the results is shown; count on the stated rates, not on these rows.
